Screening results from PubChem BioAssay.
ERG Ets-DNA blk – qHTS for Small Molecule Inhibitors of the ERG Ets/DNA interaction; Transcriptional regulator ERG (Homo sapiens), P11308; fluorescence polarization, His-ERG Ets domain / labelled DNA; Potency, µM (top dose mostly 76.9 µM), for inactives: at the top dose FP activity, negative = inhibition, most hits filed as inhibitors; actives 0.028% (n = 370,000); AID 624246, 2012; active = well fitted inhibition curve with a large enough effect in the polarisation, with a control signal flat; inconclusive = small, poorly fitted or top-dose-only effect, or effect the other way, or a change in a side signal; inactive = no such curve, though single readings can be large or run the other way; the % refers to the polarisation;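 note: polarization taken with two DNA probes labelled with fluorescein and Texas red; potency is the fitted concentration of half-maximal effect; % of control where 0% means no effect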
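His-tagged ERG Ets domain (1 uM in the protein solution; 300mM KCl, 50mM Tris-HCl, 1mM EDTA, 1mM DTT, pH 7.5) received compound, then a probe mix of 5 nM fluorescein-DNA and 100nM Texas-615-DNA. Fluorescence polarization was read for both dyes.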
HP1b binding inh – HTS for Inhibitors of HP1-beta Chromodomain Interactions with Methylated Histone Tails; Chromobox protein homolog 1 (Homo sapiens), P83916; AlphaScreen HP1-beta / biotin-H3K9me3 peptide binding; Potency, µM (doses to about 114 µM), for the others: at the highest dose activity change, negative = inhibition, actives largely listed as inhibitors; actives 0.56% (n = 390,000); note: potency is the fitted concentration of half-maximal effect; nearly all actives have a fitted effect of over 70% in size; inactives centre near 23
Target sequence (P83916 whole entry, looked up): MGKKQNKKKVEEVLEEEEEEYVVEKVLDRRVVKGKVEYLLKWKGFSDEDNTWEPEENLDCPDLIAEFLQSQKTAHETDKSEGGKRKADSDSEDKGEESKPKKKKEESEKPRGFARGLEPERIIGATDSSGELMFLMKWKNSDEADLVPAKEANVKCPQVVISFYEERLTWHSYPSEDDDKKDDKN
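HP1-beta protein (50 nM final) preincubated 30 min at room temperature with biotinylated H3(1-18)K9me3 peptide (50 nM) in PBS pH 7.4, 0.01% Tween-20, then compound added for 30 min. AlphaScreen streptavidin donor/nickel chelate acceptor beads (10 ug/mL final), 30 min dark, luminescence read.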
BAZ2B block – qHTS Assay for Inhibitors of BAZ2B; Bromodomain adjacent to zinc finger domain protein 2B (Homo sapiens), Q9UIF8; AlphaScreen BAZ2B-H3K14Ac peptide displacement; Potency, µM (top dose mostly 114 µM), for inactives: at the top dose activity change, negative = inhibition, hits mostly inhibitors; actives 4.4% (n = 360,000); AID 504333, 2011; note: potency is the fitted concentration of half-maximal effect; % is set by controls: 0 for no effect and ±100 for the full control effect; nearly all actives have a fitted effect of over 60% in size
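BAZ2B 50 nM plus b-H3(5-23)K14Ac 50 nM, PBS pH 7.4/0.01% Tween-20, 30 min RT; compound added (max 110 uM), 30 min RT; streptavidin donor/Ni-chelate acceptor beads 10 ug/mL final, 20 min dark; AlphaScreen read.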
RGS4 inhibitor – Inhibitors of Regulator of G Protein Signaling (RGS) 4: qHTS; actives 0.039% (n = 390,000); Regulator of G-protein signaling 4 (Homo sapiens), P49798; Potency, µM (highest dose often 114 µM), without a hit: top-dose activity change, negative = inhibition, actives largely listed as inhibitors; Transcreener GDP fluorescence polarization, RGS4-accelerated GTP hydrolysis; note: potency is the fitted concentration of half-maximal effect; % is set by controls: 0 for no effect and ±100 for the full control effect; nearly all actives have a fitted effect of over 75% in size; some results filed as inactive show a strong effect at the top dose
Target sequence (P49798 whole entry, looked up): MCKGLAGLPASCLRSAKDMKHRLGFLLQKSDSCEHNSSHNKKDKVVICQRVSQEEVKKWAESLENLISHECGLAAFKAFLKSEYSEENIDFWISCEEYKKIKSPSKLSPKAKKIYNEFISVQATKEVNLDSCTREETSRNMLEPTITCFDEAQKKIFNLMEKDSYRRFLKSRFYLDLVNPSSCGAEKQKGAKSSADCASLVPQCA
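MLSMR compounds (23 nl, pin-transferred) preincubated 10 min at room temperature with a 500nM (2x) first reagent, then RGS4 at 900nM (2x) plus Transcreener GDP mix added; fluorescence polarization (620/688 nm) read before and after 90 min at 30 °C.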
GLS inh – qHTS for Inhibitors of Glutaminase (GLS) | GLS enzymatic activity, qHTS titration | actives 0.21% (n = 410,000) | AID 624170, 2012 | Potency, µM (highest dose often 45.5 µM), for the others: at the top dose activity change, negative = inhibition, usual class: inhibitors; note: potency is the fitted concentration of half-maximal effect; % is set by controls: 0 for no effect and ±100 for the full control effect
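hKGA in 45 mM KH2PO4 pH 8.2, 0.02% Tween-20 with pin-transferred compounds; 1 mM L-glutamine (stock) plus glutamate oxidase/HRP/Amplex Red coupling added. Fluorescence read initially and after 30 min at RT.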
JMJD2A Tudor inh – qHTS Assay for Inhibitors of JMJD2A-Tudor Domain. Lysine-specific demethylase 4A (Homo sapiens), O75164. AlphaScreen JMJD2A-Tudor / H3K4me3 peptide binding. Potency, µM (series often up to 114 µM), for the others: at the top dose activity change, negative = inhibition, actives largely listed as inhibitors. actives 4.4% (n = 390,000); note: potency is the fitted concentration of half-maximal effect; % is set by controls: 0 for no effect and ±100 for the full control effect; nearly all actives have a fitted effect of over 50% in size
G9a block – qHTS Assay for Inhibitors of Histone Lysine Methyltransferase G9a; Histone-lysine N-methyltransferase EHMT2 (Homo sapiens), Q96KQ7; G9a H3K9 monomethylation, AlphaScreen, 2 h; Potency, µM (top dose mostly 102 µM), for inactives: at the highest dose activity, negative = inhibition, hits mostly inhibitors; actives 8.8% (n = 350,000); AID 504332, 2011; note: potency is the fitted concentration of half-maximal effect; % is set by controls: 0 for no effect and ±100 for the full control effect; nearly all actives have a fitted effect of over 75% in size
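G9a (20 nM) preincubated 15 min RT with compounds, then 500 nM biotinylated H3K9 peptide and 20 uM SAM added; 2 h RT reaction. Monomethyl-H3K9 product detected by AlphaScreen with anti-H3K9me1 antibody, streptavidin donor and anti-rabbit IgG acceptor beads.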
ALOX12 inh – Primary qHTS assay for inhibitors of human arachidonate 12S-lipoxygenase (ALOX12): Round 2. Polyunsaturated fatty acid lipoxygenase ALOX12 (Homo sapiens), P18054. purified 12hLO, xylenol orange hydroperoxide absorbance. Potency, µM (doses to about 108 µM), for inactives: at the highest dose activity change, negative = inhibition, usual class: inhibitors. actives 1.1% (n = 580,000); note: potency is the fitted concentration of half-maximal effect; % is set by controls: 0 for no effect and ±100 for the full control effect
Target sequence (P18054 whole entry, looked up): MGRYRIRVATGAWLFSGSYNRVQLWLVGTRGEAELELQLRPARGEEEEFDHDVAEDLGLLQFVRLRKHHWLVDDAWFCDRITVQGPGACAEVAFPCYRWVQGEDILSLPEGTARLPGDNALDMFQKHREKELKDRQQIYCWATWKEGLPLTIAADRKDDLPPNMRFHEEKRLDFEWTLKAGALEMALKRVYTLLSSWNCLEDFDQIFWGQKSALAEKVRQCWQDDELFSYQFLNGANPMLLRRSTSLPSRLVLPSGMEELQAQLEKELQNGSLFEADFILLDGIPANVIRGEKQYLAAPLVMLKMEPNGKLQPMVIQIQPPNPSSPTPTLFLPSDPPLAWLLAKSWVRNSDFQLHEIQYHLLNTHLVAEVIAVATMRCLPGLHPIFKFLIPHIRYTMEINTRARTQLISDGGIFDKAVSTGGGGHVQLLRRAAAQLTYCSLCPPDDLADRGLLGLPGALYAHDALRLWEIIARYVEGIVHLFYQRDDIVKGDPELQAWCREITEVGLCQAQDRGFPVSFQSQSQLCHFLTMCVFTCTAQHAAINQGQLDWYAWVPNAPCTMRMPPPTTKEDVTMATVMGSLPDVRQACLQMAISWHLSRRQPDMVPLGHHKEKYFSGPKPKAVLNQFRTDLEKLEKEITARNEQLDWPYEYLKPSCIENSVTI
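Hydroperoxide product was detected by ferrous iron/xylenol orange as the 573 to 405 nm absorbance ratio. Arachidonic acid at 40 uM (final) was turned over for 30 min at room temperature by 150 nM human 12hLO, pH 7.0 Hepes buffer, after 15 min compound preincubation.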
PI4K2A block – qHTS for small molecular inhibitors of PI4K2A; Phosphatidylinositol 4-kinase type 2-alpha (Homo sapiens), Q9BTU6; purified PI4K2A, ADP-Glo luminescence, 1 h; hits give low values; activity change, negative = inhibition, % at 76.9 µM; actives 0.13% (n = 420,000); AID 1346378, 2018; in the data active = activity change below about -50%; inconclusive = mostly about -30% to -49%;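 note: -100% = wells without enzyme as full effect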
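ADP-Glo luminescence measured ADP generated by PI4K2A enzyme (4 ug/mL before mixing) with 1.2 mM PI substrate (pre-mix) and 300 microM ATP (pre-mix). Tris pH7.5 buffer with MgCl2, Triton X-100; 1 h reaction at ambient temperature.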
* hit, by the source's call; ? = inconclusive; . = not tested or not shown; & = joins results of further samples; [ ] = remark or other dose. Unless noted, calls come from the whole dose curve; as a rule, active = well fitted curve in the direction sought with a large enough effect; inconclusive = small, poorly fitted or top-dose-only effect, or another doubt; inactive = no such curve, though single readings can be large; an effect the other way counts as inactive or inconclusive.

SMILES	ERG Ets-DNA blk	HP1b binding inh	BAZ2B block	RGS4 inhibitor	GLS inh	JMJD2A Tudor inh	G9a block	ALOX12 inh	PI4K2A block
COc1ccc(/C=C/C=C2C(=O)NC(=S)NC2=O)cc1	.	-26%	.	?	2%	-31%	.	35µM*	-5
Cc1ccc(S(=O)(=O)CC(C)(O)C(=O)Nc2cccc(C(F)(F)F)c2)cc1 (centres undefined)	-6%	32%	4%	7%	?	-5%	10%	-21%	-1
CN1CCc2nc(SCC(=O)OC(C)(C)C)c(C#N)cc2C1	-4%	27%	-17%	-50%	-1%	1%	50µM*	4%	-16
CC1=C(C/C(C)=C/c2ccccc2)/C(=C/CO)[C@H](O)[C@](C)(O)C12CC2	-2%	52%[activator]	.	-20%	1%	-11%	.	?	-1
O=C(Cc1ccccc1)N1CCN(C/C=C/c2ccccc2)CC1	-2%	11%	-9%	13%	-2%	-25%	-50%	0%	40
c1ccc(-c2[nH]c(-c3ccccc3)[n+](CC3CO3)c2-c2ccccc2)cc1 (centres undefined)	-11%	?	?	-18%	-3%	?	-22%[59 µM]	-4%	-2
O=C(OCC(=O)c1cccs1)C1=COCCO1	1%	30%[activator]	-2%	12%	-3%	1%	-2%[59 µM]	0%	1
Cc1ccc2c(c1)C1CN(C)CCC1N2C(=O)Nc1cccc(Cl)c1 (centres undefined)	6%	0%	-24%	-13%	10%	-32%	-4%[59 µM]	-8%	2
COC(=O)C1=C(c2ccccc2OCc2ccccc2)C[C@@H]2CC[C@H]1N2C(=O)NCc1ccccc1	-6%	17%	6%	24%	6%	-27%	-4%[0.501 µM]	?	-5
COc1cc(N2CCOCC2)ccc1C=C1C(=O)NC(=O)NC1=O	5%	-12%	0%	5%	-14%	-10%	79µM*	-20%	-13
Nc1c(C(=O)Nc2ccc(Br)cc2F)sc2nc3c(cc12)N1CCC3CC1	4%	40%[activator]	-3%	-18%	8%	?	?	?	0
CN1CCc2nc(SCc3ccccc3Br)c(C#N)cc2C1	3%	40%[activator]	-33%	-29%[56.9 µM]	-4%	?	18µM*	3%	0
C[C@]12CC[C@@H](O)C[C@@H]1CC[C@@H]1[C@@H]2CC[C@]2(C)C(=O)CC[C@@H]12	4%	33%	-17%	-2%	1%	-4%	20%&-2%[59 µM]	19%	-4
Cc1ccc2c(c1)CC1(CN2C)C(=O)NC(=O)N(CCc2ccccc2)C1=O (centres undefined)	-2%	47%[activator]	-4%	-8%	.	2%	7.9µM*	-32%	-8
CCCCCn1c(=O)c(C(=O)Nc2ccccc2C)c(O)c2ccccc21	-10%	42%[activator]	6%	5%	8%	2%	.	3%	1
CN1CCN(S(=O)(=O)c2cnc(Cl)c(Br)c2)CC1	-7%	42%[activator]	8%	-9%	0%	8%	18%	-4%	-3
COc1ccc(-c2oc(=O)n(C)c2-c2ccc(OC)cc2)cc1	-4%	0%	32µM*	5%[56.9 µM]	-4%	?	-14%	0%	2
COc1ccc(CN2C(=O)CC(=O)NC2=S)cc1	18%	30%	?	?	5%	-11%	71µM*	45µM*	-9
Cc1ccc(S(=O)(=O)N(c2cc(Cl)c(O)c(Cl)c2)P(=O)(OC(C)C)OC(C)C)cc1	1%	46%[activator]	-8%	-11%	6%	12%	-1%	8%	3
O=P(Oc1ccccc1)(Oc1ccccc1)C(O)c1ccc(Cl)cc1 (centres undefined)	-3%	44%[activator]	0%	-22%	24%	-4%	-9%[2.33 µM]	-1%	-3
Cc1ccsc1/C=C1\C(=O)NC(=S)N(C)C1=O	71%[activator]	6%	?	?	25%	89µM*	7.9µM*	?	-22
Oc1ccc(CC2CC3CCN2CC3)cc1O (centres undefined)	5%	-30%	-2%	10%	-6%	28µM*	?	?	0
S=C1CN=C(c2ccccc2Cl)c2cc(Cl)ccc2N1	1%	12%	-24%	-12%	-10%	-18%	-5%[59 µM]	?	3
c1ccc2c3c([nH]c2c1)C1(CCNCC1)NCC3	0%	?	-28%	-12%	10%	-35%	-33%[59 µM]	13%	0
Cc1ccccc1-n1c(CNc2ccccc2)nc2ccccc2c1=O	-6%	33%	.	-2%	5%	-29%	.	?	4

(list continues)
SMILES	ERG Ets-DNA blk	HP1b binding inh	BAZ2B block	RGS4 inhibitor	GLS inh	JMJD2A Tudor inh	G9a block	ALOX12 inh	PI4K2A block
Cc1ccc(C)c(CN2CCC(n3nnc4cc(F)ccc43)CC2)c1	.	21%	1%	21%	9%	-3%	24%[59 µM]	19%	-2
O=C1NC(=O)N(Cc2ccccc2)C(=O)C1Cc1ccccc1 (centres undefined)	-1%	33%	.	?	10%	-16%	.	?	-7
CCOc1ccc(C2SCC(=O)Nc3c2c(C)nn3C2CCOC(C)(C)C2)cc1 (centres undefined)	-1%	30%	-5%	-27%	-2%	-15%	-16%	-19%	-3
Cc1c(C=C2C(=O)NC(=O)NC2=O)c(=O)n(-c2ccccc2)n1C	-4%	18%	-14%	7%	3%	?	?	-17%	-4
O=P(Nc1cccnc1)(Oc1ccccc1Cl)Oc1ccccc1Cl	4%	16%	-3%	-10%	6%	-17%	-19%[59 µM]	-25%	2
CCN1CCN(c2ccc(NC(C)=O)cc2Cl)CC1	5%	48%[activator]	-18%	-8%[11.4 µM]	0%	-10%	2%	3%	-1
CCOC(=O)C(O)(c1ccc(N=Cc2ccccc2O)c(C)c1)C(F)(F)F (centres undefined)	-6%	47%[activator]	-19%	12%[11.4 µM]	9%	-4%	14%	-2%	-1
Cc1oc(-c2ccc(Cl)cc2)nc1CS(=O)CC(=O)N1CCC2(CC1)OCCO2 (centres undefined)	7%	9%	?	6%	1%	-7%	33%[59 µM]	-14%	-2
C(#CCN1CCOCC1)COC/C=C/c1ccccc1	-5%	2%	1%	-11%	6%	-15%	45µM*	?	6
O=c1c2ccccc2nc(-c2ccco2)n1-c1cccnc1	-10%	20%	-24%	-13%	-2%	-3%	-48%	0%	2
COc1ccc(-n2nc(C(=O)NCC(=O)N3CCC4(CC3)OCCO4)c3ccccc3c2=O)cc1OC	0%	7%	3%	-5%	10%	-2%	19%	1%	-1
CC1CCCCN1Cc1cccnc1 (centres undefined)	6%	?	.	-5%	0%	8.9µM*	6.3µM*	?	-6
CCOC(=O)c1ccc2c(c1)N(CC)C(=O)c1ccccc1S2	12%	24%	-7%	0%	-6%	-3%	45µM*	.	1
CCC(=NCC1CCCO1)c1c(O)n(-c2ccc(Cl)cc2)c(=O)[nH]c1=O (centres undefined)	2%	11%	.	47%	1%	3%	-8%[59 µM]	-21%	8
COc1ccc(C=C2C(=O)N(C)C(=O)N(C)C2=O)cc1COc1ccc(NC(C)=O)cc1	-17%	-3%	?	2%	17%	-17%	45µM*	0%	-8
CC(C)NC(=O)Cn1cc(C(=O)c2ccccc2)c2ccccc21	8%	15%	11%	4%	0%	-21%	.	6%	2
CC(Cc1cccs1)NCc1ccc(Cl)cc1 (centres undefined)	-9%	31%	1%	9%	3%	-6%	-3%	-16%	4
O=C(Cc1ccccc1)NC(Cc1ccc(Cl)cc1)C(=O)O (centres undefined)	-3%	31%	-10%	1%	9%	8%	-1%	2%	5
C1CCC2S[C@H]3CCCCC3NC2C1 (some centres undefined)	-3%[15.4 µM]	29%	0%	-13%	4%	0%	-5%	149%[activator]	2
CCCOP(=O)(c1ccc(N(C)C)cc1)C(O)c1ccc(Cl)cc1Cl (centres undefined)	6%	-16%	-27%	6%	10%	?	-8%	?	1
CC(C)OC(=O)C1C2c3ccccc3C(c3ccccc32)C1C(=O)O (centres undefined)	1%	0%	-27%	24%	18%	2%	-18%	4%	-14
Cc1ccc(Cn2ccc(NC(=O)c3cc(-c4ccco4)on3)n2)cc1	-9%	20%	-9%	8%	-8%	-12%	?	-5%	8
Cc1ccc(C2(O)CC(C)N(C)CC2C)cc1 (centres undefined)	-1%	18%	-3%	-17%	-1%	14%	14%[2.33 µM]	-6%	16
CCCCn1c(O)c(C(CC)=NCCCn2ccnc2)c(=O)[nH]c1=O	-8%	49%[activator]	-20%	11%	13%	-8%	-21%	164%[activator]	5
CSc1ccccc1C(=O)C1CCCN(Cc2ccccn2)C1 (centres undefined)	-2%	22%	-13%	24%	-3%	-21%	.	0%	7

An excerpt; count on the stated rates, not on these rows.
